Efa HMGR inh = E. faecalis class II HMG-CoA reductase inhibition; purified E. faecalis HMGR, NADPH absorbance 340 nm kinetic; inhibition, % at 10 µM; actives 0.41% (n = 190,000); AID 1066;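 active means inhibition above a set limit, the median over all tested compounds plus 3 SD, cut at about 9.5% in these data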;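 further: enzyme runs in reverse so mevalonate oxidation gives rising NADPH absorbance; 0% = complete reaction with DMSO and 100% = background rate lacking mevalonate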
TNAP inh no acc = inhibitors of human TNAP without phosphate acceptor; inhibition, % at 20 µM; P05186; purified TNAP, CDP-star luminescence, 30 min; actives 0.26% (n = 200,000); AID 1012;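 active means tissue-nonspecific alkaline phosphatase inhibition above about 50% at 20 µM in the single-dose screen, limit read from the data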;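 further: 0% = DMSO negative control and 100% = EDTA positive control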
Target sequence (P05186 whole entry, looked up): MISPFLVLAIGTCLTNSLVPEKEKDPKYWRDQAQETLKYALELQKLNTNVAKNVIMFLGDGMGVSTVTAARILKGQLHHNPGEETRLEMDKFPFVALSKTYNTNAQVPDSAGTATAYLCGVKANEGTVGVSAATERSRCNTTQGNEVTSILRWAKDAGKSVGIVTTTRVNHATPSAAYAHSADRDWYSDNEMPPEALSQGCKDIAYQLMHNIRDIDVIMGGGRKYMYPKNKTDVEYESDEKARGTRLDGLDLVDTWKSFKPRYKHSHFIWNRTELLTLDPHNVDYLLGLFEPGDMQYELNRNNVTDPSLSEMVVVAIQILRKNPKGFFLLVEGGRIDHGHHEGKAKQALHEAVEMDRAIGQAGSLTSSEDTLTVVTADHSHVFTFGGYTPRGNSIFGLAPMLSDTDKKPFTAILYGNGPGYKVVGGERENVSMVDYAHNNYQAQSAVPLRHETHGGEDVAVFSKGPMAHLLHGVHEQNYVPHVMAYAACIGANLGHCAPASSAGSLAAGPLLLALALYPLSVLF
SRC2 TRFRET art = TR-FRET artefact, counter-screen to PPARgamma/SRC-2 agonist assay | active compounds read high | AID 1049 | actives 0.4% (n = 200,000) | TR-FRET ratio at 8 µM; in the data active means TR-FRET ratio above about 2000; further: inactives centre near 1500
TNAP inh hiacc = blocks human TNAP under high phosphate acceptor concentration; P05186; purified TNAP, CDP-star luminescence, 1 M DEA; inhibition, % at 20 µM; actives 0.03% (n = 200,000); AID 1135;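 active means over 50% inhibition of tissue-nonspecific alkaline phosphatase at 20 µM in the single-dose screen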;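 further: plate controls were DMSO wells for no effect and EDTA-quenched wells as full inhibition for full effect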
PPARg SRC2 recr = promotes SRC-2 coactivator recruitment by human PPARgamma. P37231. PPARgamma LBD-SRC-2 recruitment, biochemical. activation, % at 8 µM. actives 0.34% (n = 200,000). AID 1032; in the data active means activation above about 22%;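 further: 0% = vehicle and 100% = reference agonist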
Target sequence (P37231 whole entry, looked up, the tested form may be a part): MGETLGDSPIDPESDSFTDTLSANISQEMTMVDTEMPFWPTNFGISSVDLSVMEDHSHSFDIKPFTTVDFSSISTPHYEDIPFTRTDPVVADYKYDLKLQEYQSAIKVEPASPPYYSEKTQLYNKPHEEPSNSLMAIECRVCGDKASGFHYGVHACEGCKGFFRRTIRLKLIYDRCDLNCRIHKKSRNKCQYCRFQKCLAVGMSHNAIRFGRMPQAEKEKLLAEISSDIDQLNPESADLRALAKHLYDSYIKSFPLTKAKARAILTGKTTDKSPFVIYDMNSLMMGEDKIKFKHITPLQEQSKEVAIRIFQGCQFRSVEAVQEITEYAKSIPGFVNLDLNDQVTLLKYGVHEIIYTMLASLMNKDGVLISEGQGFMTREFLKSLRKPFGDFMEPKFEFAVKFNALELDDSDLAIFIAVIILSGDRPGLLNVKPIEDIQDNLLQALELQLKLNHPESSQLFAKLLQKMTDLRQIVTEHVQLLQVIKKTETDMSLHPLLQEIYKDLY
PPARg SRC-1 ag = agonists of human PPARgamma SRC-1 coactivator recruitment; PPARgamma-SRC-1 coactivator recruitment biochemical assay; activation, % at 8 µM; actives 0.41% (n = 200,000); in the data active means activation above about 19%;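 further: 0% = DMSO and 100% = reference agonist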
PPARg SRC3 recr = agonists of human PPARgamma SRC-3 coactivator recruitment; biochemical PPARgamma/SRC-3 coactivator recruitment assay; AID 731; actives 0.26% (n = 200,000); P37231; activation, % at 8 µM; in the data active means activation above about 23%;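 further: 0% = DMSO and 100% = reference agonist; some compounds past the cut are filed as inactive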
bIAP inh = intestinal alkaline phosphatase (bovine) inhibition; 190,000 tested, under 10 active; purified bovine IAP, CDP-star luminescence, 30 min; inhibition, % at 20 µM;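 active means over 50% inhibition of intestinal alkaline phosphatase at 20 µM in the single-dose screen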
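test system = bovine IAP enzyme | medium = DEA buffer 100 mM, pH 9.8, with MgCl2 1.0 mM, ZnCl2 0.02 mM | detection = luminescence | dosing = single compound dose of 20 µM, 2% DMSO final | incubation = 30 min reaction at room temperature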
TNAP act hi DEA = TNAP (human) activation, high acceptor | purified TNAP, CDP-star luminescence, 1 M DEA, 30 min; active compounds read high; 0 = EDTA background, 1 = DMSO-only activity | activation factor at 20 µM | 200,000 tested, under 10 active | P05186;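 active means activation factor at least 2 at 20 µM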
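Measured by: Luminescent substrate turnover signal | Test system: Human TNAP | Input: TNAP 1/800 final | Dosing: 20 µM single point | Schedule: 30 min, room temperature | Controls: EDTA wells as negative control, DMSO wells as positive control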
bIAP activator = increases bovine intestinal alkaline phosphatase activity; activation factor at 20 µM; actives 0.17% (n = 200,000); purified bovine IAP, CDP-star luminescence, 30 min; active compounds read high; fold of DMSO-control signal, blank-subtracted;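 active means activation factor of 2 or more at 20 µM, a signal rise over negative controls twice the positive control's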
* hit, by the source's call.

For CCC(C)(C)n1nnnc1C(c1cccs1)N1CCc2ccccc21 (stereo not given) the results were Efa HMGR inh -2, TNAP inh no acc -6, SRC2 TRFRET art 1484, TNAP inh hiacc -6, PPARg SRC2 recr 6, PPARg SRC-1 ag 7, PPARg SRC3 recr -5, bIAP inh 23, TNAP act hi DEA 1.1 and bIAP activator 0.8.
COc1ccc(S(=O)(=O)NC(CC(=O)NCc2ccc3c(c2)OCO3)c2ccco2)cc1 (stereo not given) was read as Efa HMGR inh -5, TNAP inh no acc -12, SRC2 TRFRET art 1529, TNAP inh hiacc -5, PPARg SRC2 recr 2, PPARg SRC-1 ag 0, PPARg SRC3 recr -5, bIAP inh 19, TNAP act hi DEA 1.1 and bIAP activator 0.8.
Screening CCOC(=O)C1(Cc2ccc(OC)cc2)CCN(C(=O)CCc2cccnc2)CC1 returned Efa HMGR inh -2, TNAP inh no acc -4, SRC2 TRFRET art 1425, TNAP inh hiacc -5, PPARg SRC2 recr 2, PPARg SRC-1 ag 1, PPARg SRC3 recr 4, bIAP inh 0, TNAP act hi DEA 1 and bIAP activator 1.
`Clc1ccccc1CN(Cc1ccccc1)c1ncnc2nc[nH]c12` gave Efa HMGR inh -1, TNAP inh no acc -5, SRC2 TRFRET art 1275, TNAP inh hiacc -5, PPARg SRC2 recr 3, PPARg SRC-1 ag -6, PPARg SRC3 recr -5, bIAP inh -3, TNAP act hi DEA 1.1 and bIAP activator 1.
Screening O=C(N/N=C/c1cccnc1)c1cc(-c2cccs2)nc2ccccc12 returned Efa HMGR inh -9, TNAP inh no acc -7, SRC2 TRFRET art 1427, TNAP inh hiacc -2, PPARg SRC2 recr 1, PPARg SRC-1 ag 3, PPARg SRC3 recr 1, bIAP inh 40, TNAP act hi DEA 1 and bIAP activator 0.6.
`Cc1ccc(-n2ncc3c(=O)n(CC(=O)OCc4ccccc4)cnc32)cc1` gave Efa HMGR inh -3, TNAP inh no acc -6, SRC2 TRFRET art 1605, TNAP inh hiacc 1, PPARg SRC2 recr 3, PPARg SRC-1 ag 13, PPARg SRC3 recr 10, bIAP inh 5, TNAP act hi DEA 1 and bIAP activator 0.9.
Screening CC(C)CNS(=O)(=O)c1ccccc1C(=O)N1CCCCC1 returned Efa HMGR inh 4, TNAP inh no acc -12, SRC2 TRFRET art 1722, TNAP inh hiacc -4, PPARg SRC2 recr 13, PPARg SRC-1 ag 9, PPARg SRC3 recr 8, bIAP inh -5, TNAP act hi DEA 1 and bIAP activator 1.1.
`COc1ccc(OC)c(-n2c(SCC(C)=O)nnc2-c2cccc(S(=O)(=O)N(C)C)c2)c1` gave Efa HMGR inh 4, TNAP inh no acc 6, SRC2 TRFRET art 1541, TNAP inh hiacc -6, PPARg SRC2 recr -2, PPARg SRC-1 ag -3, PPARg SRC3 recr 0, bIAP inh 5, TNAP act hi DEA 1.1 and bIAP activator 0.9.
For CCCNS(=O)(=O)c1ccc(CCC(=O)NCc2ccco2)cc1 the results were Efa HMGR inh -5, TNAP inh no acc -14, SRC2 TRFRET art 1671, TNAP inh hiacc -4, PPARg SRC2 recr 5, PPARg SRC-1 ag 5, PPARg SRC3 recr -7, bIAP inh 7, TNAP act hi DEA 1 and bIAP activator 0.9.
O=c1cc(CN2CCN(c3ccccc3F)CC2)c2cc3c(cc2o1)CCCC3 was read as Efa HMGR inh -3, TNAP inh no acc -7, SRC2 TRFRET art 1628, TNAP inh hiacc -1, PPARg SRC2 recr 14, PPARg SRC-1 ag 6, PPARg SRC3 recr -1, bIAP inh 17, TNAP act hi DEA 1 and bIAP activator 0.8.
Screening COCc1cc(Sc2c(Cl)cccc2Cl)nc(-c2ccccc2)n1 returned Efa HMGR inh -8, TNAP inh no acc -8, SRC2 TRFRET art 1401, TNAP inh hiacc -4, PPARg SRC2 recr 3, PPARg SRC-1 ag 3, PPARg SRC3 recr 5, bIAP inh 12, TNAP act hi DEA 1 and bIAP activator 0.9.
Screening O=C1/C(=C\c2ccco2)SC(=S)N1c1ccc(O)cc1 returned Efa HMGR inh -1, TNAP inh no acc 17, SRC2 TRFRET art 1340, TNAP inh hiacc 10, PPARg SRC2 recr -5, PPARg SRC-1 ag -3, PPARg SRC3 recr 3, bIAP inh 8, TNAP act hi DEA 0.9 and bIAP activator 0.9.

Sorted by number of heavy atoms (lowest first): part of the list above
`Clc1ccccc1CN(Cc1ccccc1)c1ncnc2nc[nH]c12` gave Efa HMGR inh -1, TNAP inh no acc -5, SRC2 TRFRET art 1275, TNAP inh hiacc -5, PPARg SRC2 recr 3, PPARg SRC-1 ag -6, PPARg SRC3 recr -5, bIAP inh -3, TNAP act hi DEA 1.1 and bIAP activator 1.
`Cc1ccc(-n2ncc3c(=O)n(CC(=O)OCc4ccccc4)cnc32)cc1` gave Efa HMGR inh -3, TNAP inh no acc -6, SRC2 TRFRET art 1605, TNAP inh hiacc 1, PPARg SRC2 recr 3, PPARg SRC-1 ag 13, PPARg SRC3 recr 10, bIAP inh 5, TNAP act hi DEA 1 and bIAP activator 0.9.
O=c1cc(CN2CCN(c3ccccc3F)CC2)c2cc3c(cc2o1)CCCC3 was read as Efa HMGR inh -3, TNAP inh no acc -7, SRC2 TRFRET art 1628, TNAP inh hiacc -1, PPARg SRC2 recr 14, PPARg SRC-1 ag 6, PPARg SRC3 recr -1, bIAP inh 17, TNAP act hi DEA 1 and bIAP activator 0.8.
`COc1ccc(OC)c(-n2c(SCC(C)=O)nnc2-c2cccc(S(=O)(=O)N(C)C)c2)c1` gave Efa HMGR inh 4, TNAP inh no acc 6, SRC2 TRFRET art 1541, TNAP inh hiacc -6, PPARg SRC2 recr -2, PPARg SRC-1 ag -3, PPARg SRC3 recr 0, bIAP inh 5, TNAP act hi DEA 1.1 and bIAP activator 0.9.

Remaining list, next part
`COC(=O)C1C(=O)C2=C(CC1C)NC(=O)CC2c1ccccc1` (stereo not given) gave Efa HMGR inh -10, TNAP inh no acc -2, SRC2 TRFRET art 1507, TNAP inh hiacc 8, PPARg SRC2 recr 0, PPARg SRC-1 ag 4, PPARg SRC3 recr -1, bIAP inh 7, TNAP act hi DEA 0.9 and bIAP activator 0.9.
CCOc1cccc2c1OC1(CCCCC1)N1N=C(c3cccnc3)CC21 (stereo not given) was read as Efa HMGR inh 1, TNAP inh no acc -5, SRC2 TRFRET art 1474, TNAP inh hiacc 2, PPARg SRC2 recr -2, PPARg SRC-1 ag -4, PPARg SRC3 recr 2, bIAP inh -3, TNAP act hi DEA 1 and bIAP activator 1.
`Cc1ccc(CSC2=NCCN2C(=O)c2ccc(S(=O)(=O)N(C)C)cc2)cc1` gave Efa HMGR inh -5, TNAP inh no acc 11, SRC2 TRFRET art 1404, TNAP inh hiacc 0, PPARg SRC2 recr -4, PPARg SRC-1 ag -11, PPARg SRC3 recr -2, bIAP inh 1, TNAP act hi DEA 1 and bIAP activator 1.
For COc1ccccc1N(CN1CCCC1=O)C(=O)COc1ccccc1 the results were Efa HMGR inh 5, TNAP inh no acc 0, SRC2 TRFRET art 1535, TNAP inh hiacc -5, PPARg SRC2 recr 3, PPARg SRC-1 ag -1, PPARg SRC3 recr -19, bIAP inh 3, TNAP act hi DEA 1.1 and bIAP activator 1.
ON1C(c2ccccc2C(F)(F)F)N(O)[C@H]2CCCC[C@H]21 (stereo not given in full) was read as Efa HMGR inh -8, TNAP inh no acc -13, SRC2 TRFRET art 1637, TNAP inh hiacc -4, PPARg SRC2 recr -3, PPARg SRC-1 ag 0, PPARg SRC3 recr -2, bIAP inh -4, TNAP act hi DEA 1 and bIAP activator 1.
Screening O=C1C(NS(=O)(=O)c2cccs2)=C(N2CCN(c3ccccc3)CC2)C(=O)c2ccccc21 returned Efa HMGR inh 0, TNAP inh no acc 9, SRC2 TRFRET art 1557, TNAP inh hiacc 8, PPARg SRC2 recr 8, PPARg SRC-1 ag 4, PPARg SRC3 recr 5, bIAP inh 12, TNAP act hi DEA 0.9 and bIAP activator 0.9.
`CN1CCN(C(=O)C2=C[C@H](c3coc4ccccc4c3=O)C[C@H](OCc3ccc(CO)cc3)O2)CC1` gave Efa HMGR inh -2, TNAP inh no acc -12, SRC2 TRFRET art 1446, TNAP inh hiacc -5, PPARg SRC2 recr 4, PPARg SRC-1 ag 12, PPARg SRC3 recr 0, bIAP inh 4, TNAP act hi DEA 1 and bIAP activator 1.
`NC(=O)[C@@H]1CCNc2c(I)cc([N+](=O)[O-])cc2C(=O)N[C@@H](CO)C(=O)N[C@@H](Cc2ccc(O)cc2)C(=O)N1` gave Efa HMGR inh -6, TNAP inh no acc -7, SRC2 TRFRET art 1369, TNAP inh hiacc -2, PPARg SRC2 recr 12, PPARg SRC-1 ag 10, PPARg SRC3 recr 7, bIAP inh 43, TNAP act hi DEA 1 and bIAP activator 0.6.
For CC1=C(C(=O)OCC(C)C)C(c2ccc(Br)s2)NC(=O)N1 (stereo not given) the results were Efa HMGR inh -6, TNAP inh no acc -9, SRC2 TRFRET art 1775, TNAP inh hiacc -5, PPARg SRC2 recr 2, PPARg SRC-1 ag 2, PPARg SRC3 recr 1, bIAP inh 7, TNAP act hi DEA 1 and bIAP activator 0.9.
Screening Cc1oncc1-c1cn2ccccc2n1 returned Efa HMGR inh -1, TNAP inh no acc -8, SRC2 TRFRET art 1399, TNAP inh hiacc -2, PPARg SRC2 recr 4, PPARg SRC-1 ag -3, PPARg SRC3 recr -2, bIAP inh 12, TNAP act hi DEA 1 and bIAP activator 0.9.
Cc1ccc2[nH]cc(C(=O)NCc3cccs3)c(=O)c2c1 was read as Efa HMGR inh -4, TNAP inh no acc -1, SRC2 TRFRET art 1459, TNAP inh hiacc 5, PPARg SRC2 recr -3, PPARg SRC-1 ag -3, PPARg SRC3 recr -6, bIAP inh 3, TNAP act hi DEA 0.9 and bIAP activator 1.
For Cc1ccc(/C=N\NC(=O)c2csnn2)cc1 the results were Efa HMGR inh -8, TNAP inh no acc -8, SRC2 TRFRET art 1467, TNAP inh hiacc -2, PPARg SRC2 recr -8, PPARg SRC-1 ag -4, PPARg SRC3 recr -8, bIAP inh -3, TNAP act hi DEA 1 and bIAP activator 1.
`COCC(C)NC(=S)N1CCN(c2ccccc2Cl)CC1` (stereo not given) gave Efa HMGR inh -2, TNAP inh no acc -14, SRC2 TRFRET art 1550, TNAP inh hiacc -2, PPARg SRC2 recr -2, PPARg SRC-1 ag -1, PPARg SRC3 recr 1, bIAP inh -12, TNAP act hi DEA 1 and bIAP activator 1.1.
Screening CCOc1ccc(NC(=O)CCN2CCCCC2)cc1 returned Efa HMGR inh -3, TNAP inh no acc 1, SRC2 TRFRET art 1328, TNAP inh hiacc -6, PPARg SRC2 recr 0, PPARg SRC-1 ag -3, PPARg SRC3 recr 1, bIAP inh -8, TNAP act hi DEA 1.1 and bIAP activator 1.1.
Screening O=C(CN1CCN(c2ccccn2)CC1)Nc1ccc(OCc2ccccc2)cc1 returned Efa HMGR inh -6, TNAP inh no acc -12, SRC2 TRFRET art 1444, TNAP inh hiacc -8, PPARg SRC2 recr -2, PPARg SRC-1 ag -8, PPARg SRC3 recr -11, bIAP inh 0, TNAP act hi DEA 1.1 and bIAP activator 1.

Assay outcomes from PubChem BioAssay.
